AmpC detergent: qHTS Inhibitors of AmpC Beta-Lactamase (assay with detergent). P00811. AmpC hydrolysis of nitrocefin, absorbance 480 nm, 0.01% Triton. Potency, µM (doses to about 114 µM), inactives show at the top dose activity change, negative = inhibition, usual class: inhibitors. 370,000 compounds, 0.041% hits;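 also: potency is read from the fitted curve at half-maximal effect; 0% = no-compound wells and -100% = no-enzyme wells; nearly all actives have a fitted effect of over 25% in size; some results filed as inactive show a strong effect at the top dose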
Target sequence (P00811 whole entry, looked up): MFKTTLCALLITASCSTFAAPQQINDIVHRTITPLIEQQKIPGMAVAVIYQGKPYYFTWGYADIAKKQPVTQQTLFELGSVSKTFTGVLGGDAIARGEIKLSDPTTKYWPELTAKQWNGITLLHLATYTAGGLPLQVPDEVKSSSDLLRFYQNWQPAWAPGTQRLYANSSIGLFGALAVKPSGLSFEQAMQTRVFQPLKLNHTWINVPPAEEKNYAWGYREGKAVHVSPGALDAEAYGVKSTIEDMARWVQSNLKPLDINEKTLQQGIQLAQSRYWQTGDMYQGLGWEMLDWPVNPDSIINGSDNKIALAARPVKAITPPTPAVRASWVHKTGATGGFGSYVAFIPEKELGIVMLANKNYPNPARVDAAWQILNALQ
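20 mM phosphate pH 7.0 + 0.01% (detergent screen) or 0.0001% Triton X-100; 5.3 nM AmpC reagent; cpd preinc 15 min RT; nitrocefin (800 uM stock) to start; A480 q20 s × 4 min; Activity was normalised to no-enzyme and no-compound control wells.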
HCMV inh: qHTS Assay for inhibitors of the human cytomegalovirus (HCMV); 410,000 compounds, 4.5% hits; activity change, negative = inhibition, % at 57.5 µM; HFF cells, HCMV-luciferase reporter, 72 h; active compounds read low; AID 1259415, 2018; in the data active = activity change below about -60%; inconclusive = no clear call, values can overlap the other calls; inactive = above about -39%
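Human foreskin fibroblasts infected with luciferase-reporter HCMV at MOI 1 PFU/cell, compounds at two doses. Luciferase measured 72 h post infection; normalized to buffer-only basal and Salinomycin (10uM) controls.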
AmpC no deterg: qHTS Inhibitors of AmpC Beta-Lactamase (assay without detergent); P00811; AmpC nitrocefin hydrolysis, absorbance 480 nm, 0.0001% Triton; Potency, µM (doses to about 57.1 µM), for inactives: at the highest dose activity change, negative = inhibition, hits mostly inhibitors; 330,000 compounds, 0.52% hits; AID 485341, 2010;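 also: potency is read from the fitted curve at half-maximal effect; plate controls were no compound for no effect and no enzyme for full effect; nearly all actives have a fitted effect of over 20% in size; some results filed as inactive show a strong effect at the top dose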
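AmpC (5.3 nM in the dispensed reagent) in 20 mM phosphate pH 7.0 with 0.01% (detergent screen) or 0.0001% Triton X-100 was preincubated with compounds for 15 min at room temperature. Nitrocefin was then added from an 800 uM solution, and hydrolysis was followed at 480 nm.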
AMA1 RON2 block: qHTS for Inhibitors of AMA1-RON; Towards Development of Antimalarial Drug Lead: Primary Screen | Potency, µM (series often up to 58.2 µM), without a hit: at the top dose activity change, negative = inhibition, actives largely listed as inhibitors | 360,000 compounds, 0.2% hits | AlphaScreen AMA1-biotinylated RON2 peptide binding;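 also: potency is read from the fitted curve at half-maximal effect; 0% = vehicle wells and -100% = peptide control; nearly all actives have a fitted effect of over 45% in size; some results filed as inactive show a strong effect at the top dose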
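AMA1 (3D7) with his tag at 25 nM final met compounds first, then biotinylated RON2 peptide at 25 nM; detection used donor plus acceptor beads, 10 µg/mL apiece, read by AlphaScreen after 30 min at room temperature.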
HCV inhibitor: qHTS Assay for Inhibitors of Hepatitis C Virus (HCV). 340,000 compounds, 3.4% hits. AID 651820, 2012. Potency, µM (titrated, usually from 41.8 µM), inactives show top-dose activity change, negative = inhibition, actives largely listed as inhibitors. Huh7.5.1 HCVcc-Cre infection, luciferase reporter, 44 h; also: potency is read from the fitted curve at half-maximal effect
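Infectious HCV cell culture screen: compound-treated cells (1,000/well, pre-plated 4 h) are infected with HCVcc-Cre at roughly 0.5 moi and grown 44 h. Infection is quantified by luciferase signal after 15 min substrate incubation at room temperature.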
Tb PYK inh: qHTS of Trypanosoma Brucei Inhibitors; Potency, µM (top dose mostly 76.8 µM), for the others: at the highest dose activity, negative = inhibition, most hits filed as inhibitors; TbPYK enzyme, Kinase-Glo Plus ATP luminescence, 45 min; pyruvate kinase (Trypanosoma brucei), Q57TT1; 410,000 compounds, 0.12% hits; AID 624173, 2012; also: potency is read from the fitted curve at half-maximal effect; nearly all actives have a fitted effect of over 50% in size
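Enzyme and substrate buffer are dispensed first and compound is pin-transferred. ADP at 130 uM final then starts the reaction, which runs 45 min at room temperature. Detection reagent is added for 10 min before luminescence is imaged.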
LmPK inh: qHTS Assay for Inhibitors of Leishmania Mexicana Pyruvate Kinase (LmPK) | Q27686 | purified LmPK, Kinase-Glo ATP luminescence, 1 h | Potency, µM (doses to about 57.5 µM), without a hit: at the highest dose activity change, negative = inhibition, most hits filed as inhibitors | 290,000 compounds, 0.37% hits | AID 1721, 2009; also: potency is read from the fitted curve at half-maximal effect
Target sequence (Q27686 whole entry, looked up): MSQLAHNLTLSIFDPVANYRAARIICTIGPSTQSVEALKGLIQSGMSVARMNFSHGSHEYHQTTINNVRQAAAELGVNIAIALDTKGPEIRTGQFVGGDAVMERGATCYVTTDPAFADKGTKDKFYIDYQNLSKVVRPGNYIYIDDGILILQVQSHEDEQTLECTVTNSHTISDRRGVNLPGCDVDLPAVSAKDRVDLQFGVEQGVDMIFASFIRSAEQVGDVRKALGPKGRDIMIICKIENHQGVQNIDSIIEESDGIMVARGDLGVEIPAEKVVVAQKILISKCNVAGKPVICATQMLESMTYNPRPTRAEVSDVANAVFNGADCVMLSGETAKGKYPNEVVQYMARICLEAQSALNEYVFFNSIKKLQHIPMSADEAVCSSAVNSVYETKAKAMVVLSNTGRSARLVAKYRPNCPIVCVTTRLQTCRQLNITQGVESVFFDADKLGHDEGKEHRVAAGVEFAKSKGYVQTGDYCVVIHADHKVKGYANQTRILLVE
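Purified LmPK (0.1 nM) converted ADP (0.1 mM) to ATP with PEP (0.5 mM) in imidazole buffer pH 7.2 with KCl and MgCl2, 1 h at room temperature. ATP was read by Kinase-Glo luminescence; data normalized to uninhibited and no-enzyme controls.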
The depositor's hits bear a star; ? = inconclusive; / = no result given; [ ] = remark or other dose. Unless noted, calls follow the shape of the dose curve; as a rule, active = well fitted curve in the direction sought with a large enough effect; inconclusive = small, poorly fitted or top-dose-only effect, or another doubt; inactive = no such curve, though single readings can be large; an effect the other way counts as inactive or inconclusive. Unless noted, % is scaled to controls: 0 for no effect and ±100 for the full control effect. Compounds as they come. Share with any hit: about 7.5%.

1: COC(=O)c1ccc(NC2=C(Cl)C(=O)OC2OC(=O)c2ccccc2)cc1 (stereo not drawn)
2: CC(C)(C)OC(=O)NCCCC[C@H](NC(=O)c1nc[nH]c1C(=O)NCc1ccccc1)C(=O)OC(C)(C)C
3: Cc1c(N=N/C(C(=O)Nc2ccccc2)=C(/O)c2ccccc2)c(=O)n(-c2ccccc2)n1C
4: N#Cc1cc2cc3c(cc2nc1SCC(=O)N1CCOCC1)OCCO3
5: Cc1cc(Br)c2nc3c(c(C(=O)O)c2c1)CCCCC3
6: N#C/C(=C\c1ccc([N+](=O)[O-])o1)C(=O)Nc1ccc(F)cc1
7: CCOC(=O)C1=C(COC(=O)CNC(=O)c2ccccc2F)NC(=O)NC1C (stereo not drawn)
8: COc1ccc(-c2cc(CCCC(=O)NCCc3ccc(OC)cc3OC)no2)cc1

Screen / compound no.	1	2	3	4	5	6	7	8
HCV inhibitor	-1%	-4%[8.37 µM]	-28%	4%	13%	-24%	7%[8.37 µM]	-28%
HCMV inh	13	-2	?	-61*	-31	-78*	-27	13
Tb PYK inh	5%	0%	-1%	5%	-2%	-10%	-4%	2%
LmPK inh	-1%	8%	0%	-5%	-4%	1%	/	2%
AMA1 RON2 block	3%	117%[activator]	51%[activator]	-13%	-21%	0%	18%	-1%
AmpC no deterg	4.5µM*	119%[activator]	-9%	-8%	-8%	-47%	-15%	-4%
AmpC detergent	10µM*	11%	3%	3%	-7%	1%	-11%	-3%

9: Cc1cc(SCc2cccc(C(F)(F)F)c2)nc(=O)[nH]1
10: COc1ccc2cnnc(SCC(=O)Nc3ccccc3)c2c1OC
11: Cn1c(=O)oc2cc(S(=O)(=O)N3CCCc4ccccc43)ccc21
12: CCCCOCCCNC(=O)c1ccc(OC)cc1
13: CC1=CC(C)(C)N(C(=O)CSc2nncn2C)c2ccccc21
14: O=C(NCC1CCNCC1)c1ccncc1
15: C=CCn1c(=O)n(CCC#N)c(=O)n(CCC#N)c1=O
16: CCC(C)(C)NC(=O)c1cc(S(=O)(=O)N2CCc3ccccc32)cn1C

Screen / compound no.	9	10	11	12	13	14	15	16
HCV inhibitor	12%	?	-2%	8%	0%	4%	8%	?
HCMV inh	/	-10	-22	-32	4	-12	63	?
Tb PYK inh	-1%	-17%	5%	3%	7%	-6%	0%	3%
LmPK inh	0%	0%	9%	-2%	2%	-4%	16%	0%
AMA1 RON2 block	0%	3%	2%	-4%	15%	-1%	-11%	11%
AmpC no deterg	-12%	-30%	-6%	-10%	-15%	-12%	-9%	29%
AmpC detergent	-10%	?	-13%	2%	-8%	2%	1%	-7%

A few values from the results shown:
`CCCCOCCCNC(=O)c1ccc(OC)cc1` in AMA1 RON2 block reads -4%
`Cc1cc(SCc2cccc(C(F)(F)F)c2)nc(=O)[nH]1` in AMA1 RON2 block reads 0%
`N#C/C(=C\c1ccc([N+](=O)[O-])o1)C(=O)Nc1ccc(F)cc1` in HCV inhibitor reads -24%

Later entries.
17: NC(=O)c1ccc(NC(=O)COC(=O)/C=C/c2ccc(Br)o2)cc1
18: CN(Cc1ccccc1)S(=O)(=O)c1ccc2c(c1)OCCO2
19: O=C(N1CCN(c2ncccn2)CC1)C12CC3CC(CC(C3)C1)C2
20: O=C(c1ccc2nc[nH]c2c1)N1CCN(S(=O)(=O)c2cccc(Cl)c2)CC1
21: COc1cc(C(c2c(O)cc(C)[nH]c2=O)c2c(O)cc(C)[nH]c2=O)ccc1O
22: COc1ccc(OC)c(/C=C/C(=O)Nc2ccc3c(c2)CCC3)c1
23: COC(=O)[C@H](CCSC)NC(=O)NC1CCN(Cc2ccccc2)CC1
24: O=C(CSc1nc2ccccc2o1)Nc1nc(-c2ccccc2)c(-c2ccccc2)s1

Screen / compound no.	17	18	19	20	21	22	23	24
HCV inhibitor	-14%	10%	10%	-22%	15%	?	-1%	?
HCMV inh	-16	-15	51	27	-34	-15	-1	-11
Tb PYK inh	-17%	7%	-23%	5%	1%	-5%	-2%	-4%
LmPK inh	/	5%	/	/	-2%	-2%	-2%	1%
AMA1 RON2 block	-12%[11.6 µM]	0%	-9%	-26%	3%	-3%	0%	?
AmpC no deterg	-3%	-24%	/	/	-9%	-24%	3%	-58%
AmpC detergent	/	?	/	/	-5%	?	-10%	-1%

Complete entries, quoted from the list. Values in the order: HCV inhibitor	HCMV inh	Tb PYK inh	LmPK inh	AMA1 RON2 block	AmpC no deterg	AmpC detergent
Listed for NC(=O)c1ccc(NC(=O)COC(=O)/C=C/c2ccc(Br)o2)cc1 : -14%	-16	-17%	/	-12%[11.6 µM]	-3%	/
Listed for COC(=O)[C@H](CCSC)NC(=O)NC1CCN(Cc2ccccc2)CC1 : -1%	-1	-2%	-2%	0%	3%	-10%

More entries follow.
25: CSCC[C@H](NC(=O)[C@@H]1CSC2c3ccccc3C(=O)N21)C(=O)N1CCC[C@H]1CO (stereo partly drawn)
26: CCOCCCNC(=O)C(=O)NCCCOCC
27: COc1ccc(-c2ccc(CCC(=O)O)n2-c2ccccc2C(F)(F)F)cc1
28: CN(C(=O)c1cccc(NC(=O)Cc2ccc(NC(=O)C3CCN(S(=O)(=O)c4cccc([N+](=O)[O-])c4)CC3)cc2)c1)C1CCCC1
29: Nc1ccc(S(=O)(=O)Nc2nccc(/C=C/c3ccc(Br)s3)n2)cc1
30: Cc1sc2ncnc(SCC(=O)c3ccc4c(c3)OCCO4)c2c1-c1ccccc1
31: CCCCNC(=S)Nc1ccc(OC)nc1
32: C=C(C)Cn1c(CCCNC(=O)CCC)nc2ccccc21

Screen / compound no.	25	26	27	28	29	30	31	32
HCV inhibitor	3%	31%[activator]	/	-10%	6%	?	34%[activator]	?
HCMV inh	7	-9	?	-7	-9	-35	27	8
Tb PYK inh	-2%	0%	-10%	-4%	-22%	-13%	-7%	0%
LmPK inh	2%	-4%	/	/	3%	0%	4%	-9%
AMA1 RON2 block	-2%	1%	/	6%	-3%	8%	-11%	4%
AmpC no deterg	62%[activator]	-9%	/	/	-41%	-48%	-6%[11.4 µM]	4%
AmpC detergent	?	-10%	-4%	/	-8%	-16%	?	-4%

33: O=C(/C=C/c1ccc(Br)o1)OCc1nc2ccsc2c(=O)[nH]1
34: Cc1[nH]nc2c1C1(CCOCC1)C(C#N)=C(N)O2
35: CCCN(C(=O)COc1ccc(C(C)=O)cc1OC)C1CCS(=O)(=O)C1 (stereo not drawn)
36: COc1ccccc1-c1cnc(C(O)c2ccc(C(C)(C)C)cc2)[nH]1 (stereo not drawn)
37: Cc1ccc(C2C(C(N)=S)=C(N)OC3=C2C(=O)CC(C)(C)C3)cc1 (stereo not drawn)
38: CC(N=Cc1cc([N+](=O)[O-])ccc1O)c1ccccc1 (stereo not drawn)
39: O=C(CCc1c[nH]c2ccccc12)NCC(=O)Nc1ccc(F)c(F)c1F
40: O=[N+]([O-])c1cn(Cc2ccccc2)cn1

Screen / compound no.	33	34	35	36	37	38	39	40
HCV inhibitor	-10%	11%	5%	/	25%	4%	10%	-2%
HCMV inh	/	8	2	-31	-5	55	25	20
Tb PYK inh	5%	0%	-4%	6%	-9%	-6%	6%	10%
LmPK inh	/	2%	/	/	4%	5%[11.5 µM]	4%	-4%
AMA1 RON2 block	-6%	-6%	4%	29%	39%[activator]	-4%	-7%	9%
AmpC no deterg	-10%	-16%	3%	/	-25%	-31%	-31%	-21%
AmpC detergent	?	-12%	-5%	/	?	-5%	?	?

41: COc1ccc(/C=C/C(=O)Nc2cccc(F)c2)cc1
42: Cc1cc(C)cc(C(=O)NCC(=O)OCC(=O)NCC(F)(F)F)c1
43: Cc1ccc(C(=O)OCC(=O)Nc2cc(C(C)(C)C)nn2-c2ccccc2)c(O)c1
44: C/C=C/C1=CC(=O)C[C@H](c2ccc3c(c2)OCO3)C1
45: Cc1ccc(OCC(=O)OC(C)C(=O)NC2CCCCC2C)cc1C (stereo not drawn)
46: Cn1c(SCC(=O)N2CCCCC2)nc2cccnc21
47: O=C(Nc1ccnn1C1CCN(Cc2ccc(CO)o2)CC1)c1cccc(F)c1
48: COc1ccc(N2CCN(Cc3nc4sc(C)c(C)c4c(=O)[nH]3)CC2)cc1

Screen / compound no.	41	42	43	44	45	46	47	48
HCV inhibitor	/	-6%	?	11%	16%	-4%	/	10%
HCMV inh	83	21	-11	29	1	-11	1	98
Tb PYK inh	-17%	-1%	-3%	-5%	1%	2%	-1%	-5%
LmPK inh	/	1%	/	/	/	-2%	/	-2%
AMA1 RON2 block	/	1%	3%	-6%	29%[11.6 µM]	-1%	14%	-7%
AmpC no deterg	/	-7%	-5%	-36%	4%	-23%	/	-23%
AmpC detergent	-7%	-6%	?	-3%	10%	-10%	/	-7%

49: O=c1oc2ccccc2nc1/C=C(\O)c1ccccc1
50: Cc1cc(C)n(-c2ccn(Cc3ccc(Cl)cc3Cl)c(=O)n2)n1
51: O=C(CC(Cc1ccccc1)C(=O)O)NCCc1ccc2c(c1)OCO2 (stereo not drawn)
52: CCN(CC)C(=O)C1CCN(Cc2cn(C)nc2-c2ccc(Oc3ccccc3)cc2)CC1
53: COc1ccc(CCN(C)CCC(=O)Nc2cccc(C)c2)cc1OC
54: O=C(Nc1ccc(Cl)cn1)c1ccc(-c2cc(Cl)ccc2Cl)o1
55: Cc1ccc(Nc2cc(C)nn2-c2nc(C)cc(C)n2)cc1

Screen / compound no.	49	50	51	52	53	54	55
HCV inhibitor	-3%	?	4%	-1%	4%	34%[activator]	?
HCMV inh	7	-17	-2	-17	-4	-22	?
Tb PYK inh	2%	5%	1%	-5%	2%	0%	5%
LmPK inh	9%	-2%	-3%	8%	5%	2%	2%
AMA1 RON2 block	106%[activator]	-4%	3%	-4%	-4%	1%	-11%
AmpC no deterg	-29%	-15%	-12%	254%[activator]	5%	-9%	128%[activator]
AmpC detergent	-4%	-13%	?	2%	-6%	2%	1%
